LANA DNA inh = blocks KSHV LANA C-terminal domain binding to DNA | inhibition, % at 9 µM | MBP-C-LANA/FAM-LBS DNA binding, fluorescence polarization | 340,000 tested, 0.078% active;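 active means highest replicate inhibition at or above 60% at 9 µM, even if other replicates fall short; inactive means all replicates below 60% inhibition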;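 further: 0% = neutral control wells and 100% = 4 µM acridine orange control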
CAL PDZ FP-1 = CAL PDZ (human) peptide binding inhibition; inhibition, % at 24.9 µM; Q9HD26; purified CAL PDZ, TMR-peptide fluorescence polarization, 1 h; 300,000 tested, 0.92% active; AID 602252;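 active means mean inhibition of at least 30% with at least half of replicates also reaching 30%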;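 further: 0% = DMSO neutral control and 100% = excess unlabeled competitor peptide PRC23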
V-ATPase pH = regulators of yeast V-ATPase proton transport; response, % at 10 µM; 350,000 tested, 0.37% active; S. cerevisiae, pHLuorin cytosolic pH fluorescence; in the data active means response mostly above about 7.3%, no sharp cut-off; inactive means mostly below about 5.4%; further: actives read high; inactives centre near 0; some compounds called inactive have numbers as strong as hits
Pemphigus Ab inh = human desmoglein-3 autoantibody binding inhibition; P32926; DSG3-coupled beads, scFv-anti-DSG3-GFP binding, flow cytometry; stronger effect = lower value; binding (percent of control), % at 10 µM; 310,000 tested, 0.48% active; AID 588358;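 active means binding more than 3 SD below its plate's average and above zero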;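 further: hits lower antibody fragment binding to DSG3; some compounds called inactive have numbers as strong as hits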
DAGLB inhibitor = diacylglycerol lipase beta (human) inhibition; Q8NCG7; HEK293T DAGLB membrane lysate, EnzChek fluorogenic substrate; inhibition, % at 5.17 µM; 340,000 tested, 0.059% active; AID 504411; in the data active means inhibition above about 34%;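 further: 0% = enzyme with vehicle and 100% = wells lacking enzyme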
Keap1-Nrf2 PPI = Keap1-Nrf2 (human) interaction inhibition; Keap1 Kelch-Nrf2 peptide fluorescence polarization, 1536-well; Q14145; AID 504523; 340,000 tested, 0.15% active; inhibition, % at 9.4 µM; in the data active means inhibition above about 12%;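 further: human Keap1 Kelch domain with fluorescein labeled Nrf2 9mer peptide probe; 0% = neutral control wells and 100% = peptide positive control; higher means more block of Keap1 binding to Nrf2 peptide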
Arrestin-AP2 inh = blocks beta-arrestin peptide binding to AP2 adaptin; inhibition, % at 10 µM; AID 504490; 340,000 tested, 0.31% active; FITC-arrestin peptide / GST-AP2 beads, flow cytometry; AP2 beta2 appendage carries R879A mutation;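 active means inhibition above a set limit, near 3 SD of compounds lacking own fluorescence, cut at about 54% in these data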;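 further: plate controls were DMSO wells for no effect and 5 µM unlabelled arrestin peptide for full effect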
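Material – AP2 appendage R879A on GSH beads · Buffer or medium – PBS with 0.05% Tween 20 and 0.1% BSA · Probe or stimulus – fluorescein-tagged arrestin peptide at 50 nM final · Incubation – compound with beads 12 min RT, then probe 1 h RT · Detection – high-throughput flow cytometry of beads, ex 488, em 535 nm · Evaluation – percent response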
CAL PDZ FP-2 = blocks peptide binding to human CAL PDZ domain; Q9HD26; 330,000 tested, 0.02% active; purified CAL PDZ, TMR-peptide fluorescence polarization, 1 h; AID 504414; inhibition, % at 20 µM;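 active means highest replicate inhibition of at least 40%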;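 further: plate controls were DMSO neutral control wells for no effect and unlabeled competitor peptide control wells for full effect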
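Test system: purified CerCALP PDZ construct; Compound dosing: one concentration, 20 µM compound; Also added: TMR-labelled reporter peptide T*-PRC34 bound in PDZ groove; Read-out: inhibition from polarization loss; Controls: unlabelled peptide and DMSO controls; Signal: FP readout, S and P plane fluorescence; Incubation: 1 h at RT.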
NSD2 HMT inh = NSD2 (human) methyltransferase inhibition. inhibition, % at 12.5 µM. AID 743445. NSD2 peptide methylation, AlphaScreen, 120 min. O96028. 310,000 tested, 0.54% active; in the data active means inhibition above about 50%
Target sequence (O96028 whole entry, looked up): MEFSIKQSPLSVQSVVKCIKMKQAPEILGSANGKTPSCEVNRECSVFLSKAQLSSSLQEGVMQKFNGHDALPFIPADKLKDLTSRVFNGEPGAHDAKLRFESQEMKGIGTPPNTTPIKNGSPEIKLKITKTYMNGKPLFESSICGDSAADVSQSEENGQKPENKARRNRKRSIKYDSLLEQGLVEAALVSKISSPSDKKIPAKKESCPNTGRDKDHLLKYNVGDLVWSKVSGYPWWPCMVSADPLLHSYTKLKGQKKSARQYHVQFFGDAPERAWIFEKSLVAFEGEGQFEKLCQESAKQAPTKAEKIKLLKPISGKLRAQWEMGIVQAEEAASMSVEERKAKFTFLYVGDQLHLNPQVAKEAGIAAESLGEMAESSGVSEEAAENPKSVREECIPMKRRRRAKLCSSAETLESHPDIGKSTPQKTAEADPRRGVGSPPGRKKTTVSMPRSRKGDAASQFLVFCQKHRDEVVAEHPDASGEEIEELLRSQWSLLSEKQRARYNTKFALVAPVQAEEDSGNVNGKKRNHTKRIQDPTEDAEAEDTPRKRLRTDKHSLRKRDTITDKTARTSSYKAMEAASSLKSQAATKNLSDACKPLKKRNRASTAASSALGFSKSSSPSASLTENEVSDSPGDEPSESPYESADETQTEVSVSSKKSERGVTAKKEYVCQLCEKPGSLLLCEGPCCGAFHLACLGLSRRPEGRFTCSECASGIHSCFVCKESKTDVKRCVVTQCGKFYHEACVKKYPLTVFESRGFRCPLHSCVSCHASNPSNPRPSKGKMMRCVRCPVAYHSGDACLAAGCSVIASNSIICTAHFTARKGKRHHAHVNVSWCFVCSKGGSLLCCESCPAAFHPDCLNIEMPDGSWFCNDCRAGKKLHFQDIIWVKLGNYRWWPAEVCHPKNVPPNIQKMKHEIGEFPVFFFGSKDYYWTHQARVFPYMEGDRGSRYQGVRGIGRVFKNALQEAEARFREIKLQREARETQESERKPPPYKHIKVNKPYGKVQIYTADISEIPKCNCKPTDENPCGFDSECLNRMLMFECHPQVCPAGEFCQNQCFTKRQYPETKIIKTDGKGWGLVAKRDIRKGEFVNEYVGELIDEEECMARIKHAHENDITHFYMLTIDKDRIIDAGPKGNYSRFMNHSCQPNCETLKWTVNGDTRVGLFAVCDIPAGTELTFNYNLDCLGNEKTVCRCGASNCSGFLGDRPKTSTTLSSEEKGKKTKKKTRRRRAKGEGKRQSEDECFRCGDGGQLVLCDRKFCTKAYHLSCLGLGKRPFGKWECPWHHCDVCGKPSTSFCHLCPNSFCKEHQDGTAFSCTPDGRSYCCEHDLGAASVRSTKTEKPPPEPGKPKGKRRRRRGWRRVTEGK
RTF Ca sens inh = cardiac RTF calcium desensitization | IANBD-labeled cardiac RTF, Ca2+ fluorescence | inhibition, % at 7.15 µM | 340,000 tested, 0.12% active | AID 493244;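 active means inhibition above the mean inhibition of all tested compounds plus 3 SD, cut at about 17% in these data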;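 further: assay run at fixed EC70 calcium of 1.6 mM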
Active calls of the source: *; . = not tested or not shown. Only part of the results is shown. The share of hits here may be higher or lower than overall.

SMILES	LANA DNA inh	CAL PDZ FP-1	V-ATPase pH	Pemphigus Ab inh	DAGLB inhibitor	Keap1-Nrf2 PPI	Arrestin-AP2 inh	CAL PDZ FP-2	NSD2 HMT inh	RTF Ca sens inh
Cc1ccc(CNS(=O)(=O)c2ccc3c(c2)NC(=O)CS3)cc1	-1.5	-0.3	3.4	105.3	2.3	-1.0	-2.1	-2.5	-8.9	3.7
Nc1nc(N)nc(COc2ccccc2)n1	0.7	.	-1.6	82.5	-2.6	-0.6	34.6	-1.6	-2.7	-4.0
O=C1NC[C@@H](Cc2cccc3ccccc23)N(CCC23CC4CC(CC(C4)C2)C3)C1=O	2.7	-3.8	0.1	103.3	-1.4	-2.2	-0.2	-0.3	.	-2.6
COc1ccccc1-c1nnc(NC(=O)c2cccc(N3C(=O)CCC3=O)c2)o1	0.4	0.9	-4.7	106.7	0.8	-4.6	11.0	-0.8	-0.5	-3.0
CN(C(=O)c1ccccc1)c1nc2ccccc2s1	-1.8	-0.8	-1.1	96.9	-7.0	-5.7	0.3	-1.2	0.5	14.5
Cc1cc2nc(-c3ccc(NC(=O)C(C)C)cc3)oc2cc1C	2.4	-3.5	-9.5	110.8	-2.1	0.5	59.8*	.	-1.3	5.7
Nc1ccc(-c2cnc[nH]2)cc1[N+](=O)[O-]	-0.8	-5.6	-2.5	110.4	4.0	2.8	-10.1	0.1	2.3	1.2
O=C(c1cc2ccccc2s1)N1CCOCC1	0.0	2.6	1.1	123.8	0.2	-5.4	-12.0	0.1	-0.4	1.3
O=C(CN1c2cccc3cccc(c23)S1(=O)=O)Nc1ccccc1	0.2	.	-1.9	106.0	-2.0	3.6	9.7	-0.5	2.4	7.3
O=C(COC(=O)c1ccco1)Nc1cccc(S(=O)(=O)N2CCOCC2)c1	.	.	-1.4	106.1	-0.2	.	.	.	0.5	.
CCOC(=O)c1cnc(N)nc1C(F)(F)F	-0.5	2.6	3.1	101.3	1.0	-1.5	-1.2	-2.0	2.9	-0.7
O=C(c1ccccc1)c1c2c(cc3sc4ccccc4[n+]13)-c1cccc3cccc-2c13	-14.3	11.1	-0.9	135.1	5.0	-4.5	34.5	23.5	.	-13.5
CCN(CC)c1ccc(NC(=O)CN2CCN(c3ccccc3F)CC2)cc1	-1.5	.	2.0	122.7	-2.9	1.4	-7.3	-1.5	13.3	6.3
Cc1cc(=O)[nH]c(SCC(=O)N2CCN(S(=O)(=O)c3ccccc3)C2)n1	3.0	0.4	-3.1	101.1	-0.9	-2.2	-4.7	0.9	6.8	1.4
CCc1nnc(NC(=O)c2sc3nc(C)cc(COC)c3c2N)s1	-1.1	-2.4	0.0	115.0	2.2	-3.5	-35.7	-2.2	-2.4	-6.0
COc1ccccc1N(C)S(=O)(=O)c1ccc(C(=O)Nc2nccs2)cc1	-1.1	-0.7	-0.2	103.8	3.2	-6.8	-9.9	-3.1	0.6	7.2
CC(C)c1ccc[n+](-c2nc([O-])sc2C=O)c1	.	.	2.2	101.8	.	.	36.8	.	-1.2	.
Cc1nnc(NC(=O)CSc2nnc(CCc3nc4ccccc4[nH]3)n2C)s1	1.5	.	-4.3	.	-0.1	1.7	-6.9	-0.3	-2.3	-15.1
COc1ccc(Cl)cc1-c1nc(-c2ccc(Br)o2)no1	-1.3	.	0.6	102.7	-0.2	-2.9	-1.5	-1.2	.	-10.7
CN(C)c1ccsc1C(=O)NNS(=O)(=O)c1ccc(Cl)cc1	-0.7	.	3.4	106.8	-2.0	-6.5	-11.9	-0.9	-1.2	0.6
CCn1c(Cc2ccccc2)nnc1SCC(=O)Nc1nc(C)cs1	0.6	-4.2	1.4	.	-1.1	1.3	-12.5	-1.1	-2.5	6.7
CCCCN(C(=O)c1ccc(-c2ccc(Cl)cc2)o1)c1c(N)n(CC(C)C)c(=O)[nH]c1=O	-0.8	-4.1	-4.4	.	-1.5	2.8	13.0	1.3	22.4	-7.3
O=C(O)c1ccc(/C=N/O)cc1	-2.1	-1.2	4.6	98.4	2.3	-3.9	-5.4	-2.1	-3.1	-24.4
CCN(C(=O)c1ccco1)c1nc(-c2ccc(OC)cc2)cs1	0.1	-1.2	0.6	106.4	-13.3	3.5	30.5	-2.1	-0.2	3.6
O=C1CN(C(=O)COC(=O)/C=C/c2ccc(F)cc2)c2ccccc2N1	-1.9	-2.5	0.8	137.2	-1.8	-4.5	23.6	0.8	-1.1	0.7
CCOC(=O)N1CCC(N(CCN(C)C)C(=S)Nc2cccc(OC)c2)CC1	1.1	2.1	-1.8	96.9	0.9	-3.0	-2.3	-2.4	1.7	-1.4
COc1ccc(S(=O)(=O)N2CCOCC2)cc1NC(=O)C1CCCCN1S(=O)(=O)c1ccccc1 (configuration not stated)	-1.8	-2.3	-0.8	108.7	2.0	4.5	-6.3	-0.9	-1.5	-9.4
CCCn1c(N)c(N(CCOC)C(=O)c2cc(Cl)nc3ccccc23)c(=O)[nH]c1=O	-1.5	-1.5	-5.5	106.6	2.5	-2.5	-1.9	-2.2	-0.5	-11.1
CCS(=O)(=O)N1CCC(C(=O)NCc2ccc(OC)cc2OC)CC1	1.0	0.2	-1.7	100.6	0.4	0.0	9.5	-2.6	-0.1	4.2
O=C(CSc1nc2ccccc2[nH]1)NCCCn1ccnc1	-3.6	1.0	6.0	104.6	2.0	-5.3	8.0	-0.1	22.2	-1.8
COc1cc(S(=O)(=O)Nc2cccnc2)ccc1F	2.4	-2.8	12.4	.	-1.9	-2.0	31.7	-0.2	1.5	-16.2
Nc1ccc2nc(-c3cccc(-c4nc5ccc(N)cc5[nH]4)n3)[nH]c2c1	0.8	-9.6	2.5	102.3	3.1	-3.5	15.8	-11.1	4.2	4.5
CCOC(=O)N1CCN(CCC(=O)Nc2ccc(F)c(F)c2)CC1	-0.6	-6.3	1.3	95.9	-1.7	-1.7	18.9	.	-4.6	-2.8
Cc1cc(/C=C(\C#N)C(=O)Nc2ccccc2F)c(C)[nH]1	-1.3	-3.2	-1.1	113.8	-1.1	3.2	3.0	-0.1	0.5	8.1
O=C(NCc1ccco1)c1ccccc1NS(=O)(=O)c1ccc2c(c1)OCCO2	0.6	0.5	7.9	102.3	1.4	-8.0	6.6	-0.7	4.2	-3.5
Cc1c(N=C2C=C(Br)C(=O)C(Br)=C2)c(=O)n(-c2ccccc2)n1C	1.2	10.4	-0.5	.	6.4	-4.1	16.2	.	29.7	-12.2
COC(=O)c1c(N)c(C#N)c(C)n1-c1ccccc1	-0.7	.	-0.3	105.0	1.2	-5.1	4.7	0.0	2.0	-0.4
Cc1cc(C)c[n+](CC(=O)c2ccc(NC(=O)c3ccccc3)cc2)c1	-1.1	.	-0.9	102.6	-1.0	-4.0	7.0	-0.6	-1.0	-2.8
Cc1ccc(NC2(C#N)CCCC2)cc1	1.4	-0.1	-3.0	125.5	-2.8	-2.6	21.2	-0.6	-1.5	-4.4
Cc1nn(Cc2ccc(C(=O)Nc3ccccc3C(F)(F)F)o2)c(C)c1Br	-0.6	-7.8	-0.4	86.8	-0.2	0.7	-14.4	0.2	0.4	-1.3
O=C(NNC(=O)c1nn(-c2ccc(F)cc2)ccc1=O)c1ccc(C(F)(F)F)cc1	0.0	0.6	-2.8	111.1	0.1	-1.0	-10.5	-1.3	-1.4	-3.7
Cc1ccc(NC(=O)c2ccco2)cc1	.	.	-0.3	102.7	-1.1	.	.	.	11.7	.
O=C1C(=O)N(CCCc2ccccc2)c2ccccc21	-0.1	.	0.5	97.2	2.3	-5.4	0.0	-1.7	4.0	-0.1
CC(C)(C)NC(=O)C1CCCN(S(=O)(=O)c2ccc(-n3cnnn3)cc2)C1 (configuration not stated)	0.9	-2.3	-1.5	106.0	3.1	3.1	21.8	-3.2	29.7	-11.5
Nc1nc2nccc(-c3cccnc3)n2n1	-1.2	2.8	-2.6	100.0	-4.7	-4.0	-1.7	-0.2	-2.2	-3.4
N/C(=N\OC(=O)/C=C/c1ccccc1)c1ccccn1	0.4	1.9	0.2	97.4	-1.5	-4.1	-0.4	-1.2	-0.3	-3.5
CCOC(=O)Cn1c(=O)c2c(nc(N3CCOCC3)n2C)n(C)c1=O	-1.4	-5.5	-2.9	92.8	0.3	-1.1	31.7	-0.3	.	10.4
CCCn1c(N)c(N(CCOC)C(=O)c2cccc(Cl)c2)c(=O)[nH]c1=O	-0.6	-7.9	1.6	104.7	-0.2	0.6	0.1	0.8	-1.3	-15.7
C#CCOCCOCCOCCNc1nc(N2CCOCC2)nc(N2CCN(C(=O)CCCCCCCCCCNC(=O)[C@@H]([C@H](C)CC)n3cc(CCCCCN)nn3)CC2)n1	-1.1	1.1	-2.2	99.9	-4.1	3.3	27.6	-2.3	.	-6.2
Cc1c(C)[n+](=O)c(C)c(C)n1[O-]	-1.3	9.5	-0.6	93.4	-1.2	-3.1	-0.2	0.0	-4.5	9.6
COc1cc(NC(=O)C/C(C)=N/NC(=O)C2CCCCC2)c(OC)cc1Cl	-0.3	-2.7	3.2	97.5	0.2	-5.0	-15.8	-1.9	-1.3	-5.0
CCCNC(=O)c1ccc(SC)cc1OC	-0.4	1.0	1.9	.	-1.4	-0.2	26.4	-1.3	-1.5	-4.6
O=C(CSCCO)Nc1ccccc1	1.9	-0.2	0.5	.	-1.4	1.2	-2.8	.	-2.0	-3.8
O=C(CSc1ncnc2sc3c(c12)CCC3)NCC1CCCO1 (configuration not stated)	7.3	0.7	1.6	113.0	-0.6	0.8	-1.0	-1.6	-4.6	-6.0
Cc1noc(C)c1C(=O)OCC(=O)Nc1ncc(C(F)(F)F)cc1Cl	-1.3	-1.1	-0.4	.	-1.2	-7.9	-3.7	0.1	1.1	-9.7
Cc1ccc(C)c(OCC(=O)Nc2cc(C(=O)O)cc(C(=O)O)c2)c1	1.4	.	-0.6	96.4	-0.4	-0.9	29.7	0.3	-0.8	-9.1
Cc1ccc2nc(SCc3nc4c(cnn4-c4ccccc4)c(=O)[nH]3)[nH]c2c1	2.5	-2.6	-1.5	94.0	-0.3	-0.7	32.5	.	-1.6	0.1
Cc1cccc(C(=O)NCCNC(=O)c2ccco2)c1	-1.6	.	-5.1	126.9	2.1	-3.3	4.7	-0.4	-1.4	-2.0
CCn1c(Cc2ccc(OC)cc2)nc2ccccc21	-4.3	.	6.2	96.7	-3.5	-3.9	1.9	-1.4	-4.6	0.3
CCc1cccc(C)c1NS(=O)(=O)c1cccs1	0.0	0.5	0.6	104.8	-2.1	-1.9	-7.2	-2.8	-5.0	-2.2
C/C(=N\N=C1/NC(=O)C(C)S1)c1ccco1 (configuration not stated)	-1.9	7.1	-1.7	100.1	-0.7	-2.0	-0.6	0.4	-1.3	5.4
